KDM5B inh – blocks human KDM5B histone demethylase activity. Q9UGL1. AID 1347165. Potency, µM (titrated, usually from 57.7 µM), without a hit: at the highest dose activity change, negative = inhibition, hits mostly inhibitors. hit rate 2.6% among 220,000. KDM5B demethylase, FDH-coupled NADH fluorescence (FDH is formaldehyde dehydrogenase); active = well fitted inhibition curve with a large enough effect; inconclusive = small, poorly fitted or top-dose-only effect; inactive = no such curve, though single readings can be large or run the other way; also: 0% is about no effect; nearly all actives have a fitted effect of over 70% in size
Target sequence (Q9UGL1 whole entry, looked up): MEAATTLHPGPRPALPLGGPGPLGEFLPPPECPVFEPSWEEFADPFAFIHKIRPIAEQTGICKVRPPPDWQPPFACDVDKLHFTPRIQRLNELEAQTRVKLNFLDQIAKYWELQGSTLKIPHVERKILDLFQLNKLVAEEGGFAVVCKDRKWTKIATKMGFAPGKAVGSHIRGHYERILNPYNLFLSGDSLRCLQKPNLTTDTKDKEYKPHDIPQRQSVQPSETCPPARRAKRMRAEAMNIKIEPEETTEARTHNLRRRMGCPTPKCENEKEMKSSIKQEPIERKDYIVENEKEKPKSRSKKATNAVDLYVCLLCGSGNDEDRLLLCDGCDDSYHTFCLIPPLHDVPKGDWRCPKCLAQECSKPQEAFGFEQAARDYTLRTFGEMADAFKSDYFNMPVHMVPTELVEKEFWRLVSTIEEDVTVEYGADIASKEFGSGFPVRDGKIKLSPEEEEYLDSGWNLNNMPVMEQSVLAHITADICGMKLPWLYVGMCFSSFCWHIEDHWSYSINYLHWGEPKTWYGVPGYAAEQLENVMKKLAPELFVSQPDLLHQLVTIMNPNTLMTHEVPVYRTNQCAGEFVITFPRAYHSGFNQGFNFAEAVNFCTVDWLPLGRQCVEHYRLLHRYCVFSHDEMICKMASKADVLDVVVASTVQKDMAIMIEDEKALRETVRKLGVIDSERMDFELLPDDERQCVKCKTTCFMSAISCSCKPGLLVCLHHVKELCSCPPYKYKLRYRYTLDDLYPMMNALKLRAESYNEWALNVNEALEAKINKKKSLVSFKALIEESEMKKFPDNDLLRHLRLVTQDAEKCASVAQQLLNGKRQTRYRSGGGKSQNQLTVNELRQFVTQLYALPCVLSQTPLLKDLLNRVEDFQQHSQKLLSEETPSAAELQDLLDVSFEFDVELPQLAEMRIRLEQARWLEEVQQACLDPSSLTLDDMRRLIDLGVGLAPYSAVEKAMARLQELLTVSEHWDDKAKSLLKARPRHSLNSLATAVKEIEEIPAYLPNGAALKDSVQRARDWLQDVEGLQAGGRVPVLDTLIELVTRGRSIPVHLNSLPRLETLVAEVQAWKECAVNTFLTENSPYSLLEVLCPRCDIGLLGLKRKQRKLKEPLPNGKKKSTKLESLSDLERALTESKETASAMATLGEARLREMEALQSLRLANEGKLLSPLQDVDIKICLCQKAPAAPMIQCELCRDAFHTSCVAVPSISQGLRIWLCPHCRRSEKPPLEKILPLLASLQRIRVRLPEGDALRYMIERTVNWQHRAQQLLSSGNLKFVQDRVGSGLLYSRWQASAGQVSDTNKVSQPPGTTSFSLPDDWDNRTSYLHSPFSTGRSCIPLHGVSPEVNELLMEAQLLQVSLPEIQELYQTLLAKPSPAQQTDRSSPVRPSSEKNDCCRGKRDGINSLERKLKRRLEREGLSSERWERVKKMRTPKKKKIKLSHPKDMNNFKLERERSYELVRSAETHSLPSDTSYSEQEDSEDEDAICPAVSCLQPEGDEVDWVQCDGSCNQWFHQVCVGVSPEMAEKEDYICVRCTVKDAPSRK
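Measured: NADH fluorescence change, 30 min, RT. System: KDM5BΔAP 200 nM final, H3K4me3 peptide, α-KG, Fe(II), ascorbate, NAD⁺ plus FDH, pH 7.5 HEPES. Compounds: titrated, 10 min pre-incubation with enzyme.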
* marks the source's active call; other numbers are inactive results; ? = inconclusive; & = joins results of further samples; [ ] = dose if it differs, or a comment. Potency is read from the fitted curve at half-maximal effect.

KDM5B inh | SMILES
7% | O=C(C(c1ccccc1)c1ccccc1)N1CCN(C/C=C/c2ccccc2)CC1
-9% | O=S(=O)(c1ccccc1)c1nnn2c1nc(NCc1cccs1)c1sccc12
7%[86.2 µM] | COC(=O)[C@H](NC(=O)C1=C[C@@H](NC(=O)Nc2cccc(F)c2)[C@@H](O)[C@H](O)C1)C(C)C
? | Cn1cc2c3c(cccc31)CN(C(=O)C1CC1)CC2
19% | CC(C)Cn1c(SC(C)C(=O)Nc2ccc3c(c2)OCO3)nc2cc(Cl)ccc2c1=O (centres undefined)
? | Fc1ccc(N/N=C/c2ccccc2Cl)c(F)c1
2% | CC(C)(C(=O)O)c1ccc(Cl)c(Cl)c1
5%[149 µM] | O=C(Cc1ccccc1)N1CCC2(CC(c3cccnc3)=NO2)C1 (centres undefined)
-17% | Cc1cccc(NC(=O)NCCOCCn2c(=O)oc3ccccc32)c1C
9% | O=C(COc1ccc(Br)cc1)NCCCNC(=O)c1ccncc1

Next part.
KDM5B inh | SMILES
? | O=C(NCc1ccccc1)c1ccc2c(c1)n(Cc1ccc(F)cc1)c(=O)c1ccnn12
-2% | CCOC(=O)c1nc(Nc2ccc(OCC)cc2)c2ccccc2n1
-9% | COc1cc(B(O)O)ccc1Cl
6% | CCn1cc(CN2CCCC(c3nc(-c4cnccn4)no3)CCNC(=O)CC2)cn1 (centres undefined)
? | COC(=O)c1cc(-c2ccc(F)cc2)nc2onc(-c3ccccc3)c12
-5% | Cc1ccc2c(CSc3n[nH]c(=O)n3C3CC3)cc(=O)oc2c1C
8% | CS(=O)(=O)N1CCN(c2ccccc2NC(=S)NC(=O)c2ccco2)CC1
-8% | CNc1cc(C2CC(NS(=O)(=O)c3ccc(F)cc3)C2)nc(COC)n1 (centres undefined)
-23% | CN(C)c1ccc(CNC(=O)c2cnc3sc(N4CCCC4)nn3c2=O)cc1
10% | COc1cccc(N2CCN(C(=O)COc3ccc4c(=O)c(-c5ccccc5)coc4c3)CC2)c1

Further compounds.
KDM5B inh | SMILES
-18% | CCN(CC)c1ccc(C(=O)N2CCC(c3ccncc3)CC2)cc1
3% | O=C(CC1(O)C(=O)N(CN2CCOCC2)c2ccccc21)c1ccc(F)cc1 (centres undefined)
23% | COc1cc(=O)n2c(c1C(=O)Nc1ccc(F)cc1Cl)CCCC2
-10% | O=c1c2cccnc2ncn1CC(O)c1ccc(C(F)(F)F)cc1 (centres undefined)
-21% | COc1ccc2c(c1)c1c(c(=O)n(Cc3ccccc3)c(=O)n1CC(=O)Nc1c(C)cccc1C)n2C
13% | CCCNC(=O)/C(=C/c1cn(S(=O)(=O)N(C)C)c2ccccc12)NC(=O)c1ccccc1OC
16% | CC(C)C[C@H](N)C(=O)N1CCC2(CC1)Nc1ccccc1NC2=O
-9% | FC(F)(F)c1cnc(Sc2nnc(C3CC3)n2C2CC2)c(Cl)c1
7% | O=C(c1cc(F)ccc1F)N1CCCC(n2cc(-c3nc(C4CC4)no3)nn2)C1 (centres undefined)
? | Cc1c(C)n(Cc2ccccc2)c2ccc(C(=O)N3CCN(c4ccc(F)cc4)CC3)cc12

(cont.)
KDM5B inh | SMILES
-11%&-12% | CCCCCn1c(=O)[nH]c2cc(C(=O)N3CCN(c4ccccc4F)CC3)ccc2c1=O
-6% | COc1ccc(-c2cc(C(F)(F)F)nc(SCCC(=O)NC(C)C)n2)cc1
13% | Cn1c(=O)c2c(ncn2Cc2ccc(Br)cc2)n(C)c1=O
1% | Cc1ccc2oc(C(=O)N3CCC(Cc4ccccc4)CC3)cc(=O)c2c1
-23% | COc1ccc(-c2cc(N3CCC(NC(=O)c4cc(F)ccc4Cl)CC3)n[nH]2)cc1
16% | COc1ccc(-c2nc(SCC(=O)Nc3ccc4c(c3)OCO4)c(-c3ccc(F)cc3)[nH]2)cc1OC
-19% | COc1cccc(NC(=O)Cn2nc(N3CCN(c4ccccc4)CC3)ccc2=O)c1
? | CN(C)CCNC(=O)c1ccnc(-c2nnc3ccc(N(C)c4ccccc4)nn23)c1
-9% | CCOCCCNC(=O)CS(=O)(=O)Cc1nc(-c2ccc(C)cc2)oc1C
39%[activator] | CCOC(=O)c1[nH]c(C)c(CCC(=O)Nc2ccccc2C(=O)OC)c1C

Some of the entries so far, bar-delimited.
compound | KDM5B inh
O=C(Cc1ccccc1)N1CCC2(CC(c3cccnc3)=NO2)C1 (centres undefined) | 5%[149 µM]
Cc1cccc(NC(=O)NCCOCCn2c(=O)oc3ccccc32)c1C | -17%
O=C(COc1ccc(Br)cc1)NCCCNC(=O)c1ccncc1 | 9%
O=C(NCc1ccccc1)c1ccc2c(c1)n(Cc1ccc(F)cc1)c(=O)c1ccnn12 | ?
CCOC(=O)c1nc(Nc2ccc(OCC)cc2)c2ccccc2n1 | -2%
COc1cc(B(O)O)ccc1Cl | -9%
CCn1cc(CN2CCCC(c3nc(-c4cnccn4)no3)CCNC(=O)CC2)cn1 (centres undefined) | 6%
COC(=O)c1cc(-c2ccc(F)cc2)nc2onc(-c3ccccc3)c12 | ?
Cc1ccc2c(CSc3n[nH]c(=O)n3C3CC3)cc(=O)oc2c1C | -5%
CS(=O)(=O)N1CCN(c2ccccc2NC(=S)NC(=O)c2ccco2)CC1 | 8%
CNc1cc(C2CC(NS(=O)(=O)c3ccc(F)cc3)C2)nc(COC)n1 (centres undefined) | -8%
CN(C)c1ccc(CNC(=O)c2cnc3sc(N4CCCC4)nn3c2=O)cc1 | -23%
COc1cccc(N2CCN(C(=O)COc3ccc4c(=O)c(-c5ccccc5)coc4c3)CC2)c1 | 10%
CCN(CC)c1ccc(C(=O)N2CCC(c3ccncc3)CC2)cc1 | -18%
O=C(CC1(O)C(=O)N(CN2CCOCC2)c2ccccc21)c1ccc(F)cc1 (centres undefined) | 3%
COc1cc(=O)n2c(c1C(=O)Nc1ccc(F)cc1Cl)CCCC2 | 23%
O=c1c2cccnc2ncn1CC(O)c1ccc(C(F)(F)F)cc1 (centres undefined) | -10%
COc1ccc2c(c1)c1c(c(=O)n(Cc3ccccc3)c(=O)n1CC(=O)Nc1c(C)cccc1C)n2C | -21%
CCCNC(=O)/C(=C/c1cn(S(=O)(=O)N(C)C)c2ccccc12)NC(=O)c1ccccc1OC | 13%
CC(C)C[C@H](N)C(=O)N1CCC2(CC1)Nc1ccccc1NC2=O | 16%
FC(F)(F)c1cnc(Sc2nnc(C3CC3)n2C2CC2)c(Cl)c1 | -9%
O=C(c1cc(F)ccc1F)N1CCCC(n2cc(-c3nc(C4CC4)no3)nn2)C1 (centres undefined) | 7%
Cc1c(C)n(Cc2ccccc2)c2ccc(C(=O)N3CCN(c4ccc(F)cc4)CC3)cc12 | ?
CCCCCn1c(=O)[nH]c2cc(C(=O)N3CCN(c4ccccc4F)CC3)ccc2c1=O | -11%&-12%
COc1ccc(-c2cc(C(F)(F)F)nc(SCCC(=O)NC(C)C)n2)cc1 | -6%
Cn1c(=O)c2c(ncn2Cc2ccc(Br)cc2)n(C)c1=O | 13%
Cc1ccc2oc(C(=O)N3CCC(Cc4ccccc4)CC3)cc(=O)c2c1 | 1%
COc1ccc(-c2cc(N3CCC(NC(=O)c4cc(F)ccc4Cl)CC3)n[nH]2)cc1 | -23%
COc1ccc(-c2nc(SCC(=O)Nc3ccc4c(c3)OCO4)c(-c3ccc(F)cc3)[nH]2)cc1OC | 16%
COc1cccc(NC(=O)Cn2nc(N3CCN(c4ccccc4)CC3)ccc2=O)c1 | -19%

(list continues)
KDM5B inh | SMILES
-29% | Cc1nc(-c2cccc(NC(=O)N3CCCC3c3c(C)noc3C)c2)cs1 (centres undefined)
32%[activator] | CC(=O)Nc1ccc(NC(=O)COC(=O)/C=C/c2ccc3c(c2)OCO3)cc1
16% | O=C(Nc1ncn(Cc2ccccc2)n1)c1cc(S(=O)(=O)N2CCCC2)c(Cl)cc1Cl
-2% | NC(=O)c1ccc(NC(=O)COC(=O)C2CCN(S(=O)(=O)c3cccs3)CC2)cc1
9% | Cc1ccc(-n2nnnc2-c2cccs2)cc1[N+](=O)[O-]
-24% | O=C(NC1=NCCS1)c1ccc2nccnc2c1
-15% | CC(=O)Nc1ccc(S(=O)(=O)N[C@H]2CO[C@H]3[C@@H]2OC[C@@H]3n2nnnc2Oc2cccc(N3CCOCC3)c2)cc1
2% | COc1ccc(C(=O)Nc2ccc3oc(-c4ccccc4F)cc(=O)c3c2)cc1
23% | O=C(NCCCc1ccccc1)c1n[nH]c2c1CN(C(=O)c1c(F)cccc1F)CC2
-2% | Cc1cc(C)cc(NC(=O)c2nn(Cc3ccccc3)c(=O)c3ccccc23)c1

Next records.
KDM5B inh | SMILES
7% | CC1=NNC(=O)C1CC(=O)N/N=C/c1cccs1 (centres undefined)
-16% | Cc1cccc(OCC(=O)c2ccc3c(c2)N(C(C)C(=O)Nc2ccccc2)C(=O)CO3)c1C (centres undefined)
-4% | Cc1cc(C(=O)CSc2nc3cc([N+](=O)[O-])ccc3o2)c(C)n1C(C)C
4% | COc1cccc(Oc2coc3cc(OC(=O)c4ccccc4)ccc3c2=O)c1
-24% | O=C(N[C@@H]1C[C@H](Cn2cc(CN3CCS(=O)(=O)CC3)nn2)[C@@H](O)[C@H]1O)c1cnccn1
? | CCC(=O)N1CCOc2ccc(CN3CCc4ccccc4C3)cc2C1
-5% | Cc1cc(=O)n2c(n1)NC(=NCc1ccccc1)NC2c1ccccc1 (centres undefined)
? | CN(C)C(=O)C(C)(C)Oc1nn(Cc2cccc(Cl)c2)c2ccccc12
8% | CCn1cc(S(=O)(=O)N2CCCC(Cc3noc(-c4cccnc4)n3)C2)cn1 (centres undefined)
? | COC[C@@H]1CN(Cc2cccc(OC)c2OC)C[C@H]1c1ccccn1

Additional records:
KDM5B inh | SMILES
2% | CCCCC(=O)N1CCc2cc(OC)c(OC)cc2C1COc1ccc(C(=O)OCC)cc1 (centres undefined)
-6% | CC(=O)N1CCN(C(=O)c2cc(C3CC3)nc3ccccc23)CC1
-7% | COc1cc(Cl)ccc1C(=O)N[C@@H]1CN(S(C)(=O)=O)C[C@H]1CN(C)C
16% | C=CCN(CC(F)(F)F)C(=O)CCc1c[nH]c2ccccc12
12% | CC(C)Cc1ccc(CN2CCCC(NC(=O)CCN3CCCO3)C2)cc1 (centres undefined)
? | CCC(=O)N1N=C(c2ccc(NS(C)(=O)=O)cc2)CC1c1ccc(F)cc1 (centres undefined)
4% | Fc1ccc(CCNC(=S)NC2CCCCC2)cc1
16% | Cc1cccc(C(=O)Nc2cnc3ccccc3c2)c1C
-9% | CCCNC(=O)CN1C(=O)NC(c2ccccc2OC)C2=C1COC2=O (centres undefined)
-13% | CCN(CC)c1ncccc1CNC(=O)c1ncoc1C1CC1

Later entries:
KDM5B inh | SMILES
-17% | CN(Cc1cnccn1)C(=O)CC(c1ccccc1)c1ccc2c(c1)OCO2 (centres undefined)
-27% | Cn1c(=O)c(=O)n(C)c2cc(S(=O)(=O)N3CCN(c4ccccc4F)CC3)ccc21
13% | O=C1Nc2ccccc2/C1=C/c1csc(-c2ccccc2)n1
? | CCCC(=O)Nc1ccc(OCC)c2ncccc12
18% | Cc1ccccc1C(C)NC(=O)Cn1cnc(C#N)n1 (centres undefined)
1% | CC(C)CNC(=O)CSc1ncc(-c2ccc(F)cc2)o1
2% | Cc1ccc(-c2nc3nc(CNc4cc(Cl)ccc4C)cc(=O)n3[nH]2)cc1
? | CCOc1ccc(-c2cc(C(=O)NC(C)c3ccccc3)c3ccccc3n2)cc1 (centres undefined)
-5% | O=C(Nc1sc2c(c1C(=O)NCC1CCCO1)CCCC2)c1cc(=O)c2ccccc2o1 (centres undefined)
-8% | CCN(c1ccccc1)S(=O)(=O)c1cccc(C(=O)NC2CC2)c1

3 compounds picked at random from the list so far:
KDM5B inh | SMILES
13% | O=C1Nc2ccccc2/C1=C/c1csc(-c2ccccc2)n1
9% | Cc1ccc(-n2nnnc2-c2cccs2)cc1[N+](=O)[O-]
-5% | Cc1cc(=O)n2c(n1)NC(=NCc1ccccc1)NC2c1ccccc1 (centres undefined)

Going on with the list:
KDM5B inh | SMILES
13% | CC(O)CNc1nc(-c2ccsc2)nc2ccccc12 (centres undefined)
-8% | Cc1ccc(-n2c(C)cc(C(=O)C(=O)Nc3ccccc3)c2C)c(C)c1
? | COc1ccc(-c2nsc(NC(=O)c3oc4ccccc4c3C)n2)cc1
-6% | NS(=O)(=O)c1ccc(-c2ccc(/C=N/Nc3ccc([N+](=O)[O-])cc3)o2)cc1
6% | COc1cc(CNC(=O)c2cc3ccccc3oc2=O)cc(OC)c1OC
? | CCCCN(Cc1ccccc1)c1ccc(C(=O)O)cc1NS(=O)(=O)c1ccc(C)c(C)c1
15% | COc1ccc(CNC(C)=O)cc1
-2% | O=C(NCCc1cccc(F)c1)c1cccnc1
-17% | Cc1ccccc1NC(=O)c1ccc(F)c(S(=O)(=O)N(C)Cc2ccccc2)c1
-16% | Cn1nccc1CN1CCC2(CC1)CN[S+](=O)([O-])c1ccccc1N2

The list continues:
KDM5B inh | SMILES
16% | Cn1c(=O)c2c(ncn2CC(=O)NC(C)(C)CC(C)(C)C)n(C)c1=O
0% | Cc1ccc(S(=O)(=O)N2CCCC(Cn3c(C)nc4cccnc43)C2)cc1C (centres undefined)
17% | CC(=O)c1ccc(C(C)(C)C)cc1NC(=O)c1ccccc1
3% | CCc1nc2c(c(-c3ccc(O)cc3)n1)CCN(C(=O)c1ccc(OC)cc1)CC2
16% | CCn1nnnc1SCc1nnc(-c2c(-c3ccccc3)noc2C)o1
? | O=C(O)C[C@@H]1CCN(C(=O)Nc2ccccc2)C[C@@H]1CC1=NCCc2cc(F)ccc21
35µM* | COc1ccc2nc([C@H]3CCN(Cc4ccncc4)C3)[nH]c2c1

Assay outcomes: PubChem, National Center for Advancing Translational Sciences (NCATS)

The list is partial. The share of hits here may be higher or lower than overall.
